LMP1 NFkB inh – Epstein-Barr LMP1 NF-kappaB reporter inhibition; inhibition, % at 12.5 µM; AID 504558; 350,000 tested, 0.69% active; LMP1-induced NF-kappaB luciferase reporter cells, luminescence; in the data active = inhibition above about 41%;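 note: 0% = neutral control wells and 100% = reference inhibitor control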
HIF-2a inh – HIF-2a inhibition | 786-0 RCC cells HIF-2a reporter, luciferase luminescence, overnight | inhibition, % at 18.8 µM | 360,000 tested, 0.72% active | AID 624352;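 active = inhibition of the luminescence signal of 40% or more relative to plate controls, in a single-dose primary screen at 18.75 µM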
NR2E3 ag-1 – agonists of human nuclear receptor NR2E3 | Q9Y5X4 | GST-NR2E3/biotin-RetCOR TR-FRET, 1536-well | inhibition of corepressor binding, % at 4.78 µM | 320,000 tested, 0.12% active | AID 2300;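 active = percent inhibition above the cutoff of mean plus 3 SD of all tested compounds, set per screening campaign, cut at about 20% in these data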;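 note: 0% = DMSO wells and 100% = biotin wells as full block of FRET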
Target sequence (Q9Y5X4 whole entry, looked up): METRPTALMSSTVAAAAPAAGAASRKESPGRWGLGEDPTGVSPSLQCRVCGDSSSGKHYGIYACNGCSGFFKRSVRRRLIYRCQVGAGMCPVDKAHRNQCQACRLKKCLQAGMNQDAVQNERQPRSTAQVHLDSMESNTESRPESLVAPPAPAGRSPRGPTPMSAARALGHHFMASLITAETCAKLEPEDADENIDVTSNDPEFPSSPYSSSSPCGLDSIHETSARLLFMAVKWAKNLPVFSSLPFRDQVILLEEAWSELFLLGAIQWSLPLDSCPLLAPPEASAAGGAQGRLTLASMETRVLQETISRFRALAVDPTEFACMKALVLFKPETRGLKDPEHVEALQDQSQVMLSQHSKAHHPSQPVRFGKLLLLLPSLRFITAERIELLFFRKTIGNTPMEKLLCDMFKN
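Test system – NR2E3–RetCOR corepressor complex · Quantity – NR2E3 fusion 1.35 nM · Buffer or medium – Tris pH 7.5 · Incubation – Compound–protein incubation for 5 h at 4 °C · Technique – TR-FRET, Eu(K)-anti-GST donor, streptavidin-D2 acceptor, ex 340, em 617/671 nm · Evaluation – percent inhibition of 671/617 nm emission ratio versus biotin and DMSO controls · Plate – 1536-well format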
TRPM1 prom inh – inhibitors of MITF-driven TRPM1 promoter in melanoma cells; SK-MEL-5 TRPM1 promoter luciferase, 24 h; 330,000 tested, 0.83% active; inhibition, % at 12.5 µM;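 active = mean inhibition across replicates of 60% or more, whatever share of single replicates reaches that level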; note: values of inactives mirror those of a sister screen read the other way
Peg3 prom inh – inhibitors of Peg3 promoter. HeLa PEG-Prom luciferase reporter, luminescence, overnight. inhibition, % at 20 µM. 360,000 tested, 1.7% active. AID 588405;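 active = inhibition of at least 50% at 20 µM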
KKLEB tox – CF airway cell cytotoxicity counter-screen | KKLEB CF airway cells viability, ATPlite luminescence, overnight; stronger effect = lower value; cells stimulated with P. aeruginosa culture filtrate | 360,000 tested, 0.36% active | activity change (cytotoxicity), % at 5 µM | AID 602141;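 active = corrected activity change at or below -50% at 5 µM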
hiPSC survival – hiPSC single-cell survival enhancement; ATPlite luminescence; 100% = ROCK inhibitor wells, 0% = DMSO; AID 602274; 360,000 tested, 0.044% active; survival enhancement, % at 20 µM; in the data active = survival enhancement above about 18%;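 note: cells exposed to compounds for 16 hours before the ATP read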
C8 TRAIL sens – sensitizes caspase-8 expressing cells to TRAIL | NB7+C8 cells + TRAIL, ATPlite viability luminescence | inhibition (viability loss, TRAIL sensitization), % at 10 µM | 360,000 tested, 1% active | AID 624354;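 active = compounds causing at least 50% loss of cell viability in the single-dose screen, relative to plate controls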
Shn3 inh set2 – reduces Shn3 3'UTR luciferase signal in osteoblasts | 360,000 tested, 0.52% active | Clone20 osteoblast Shn3 3'UTR firefly luciferase, 24 h | inhibition, % at 12.5 µM | AID 588674;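 active = mean inhibition of at least 75% with every replicate also reaching 75%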;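 note: 0% = median of neutral control wells and 100% = pilot-screen positive control compound; some compounds past the cut are filed as inactive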
NR2E3 ag-2 – agonists of human NR2E3 nuclear receptor. Q9Y5X4. CHO-S Gal4-NCOR/VP16-NR2E3 two-hybrid, luciferase. inhibition of corepressor binding, % at 3.98 µM. 360,000 tested, 0.35% active. AID 602229;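 active = inhibition above the mean of all tested compounds plus 3 SD, cut at about 70% in these data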;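 note: 0% = DMSO with NR2E3 transfected cells and 100% = cells lacking NR2E3 construct; higher means lower luciferase signal from less NR2E3 corepressor binding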
CF NFkB block – blocks PAF-induced NF-kB reporter in cystic fibrosis cells; KKLEB NF-kB-GFP reporter, GFP fluorescence overnight; inhibition, % at 5 µM; 360,000 tested, 0.86% active;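 active = at least 50% inhibition at 5 µM, scaled per plate between neutral and stimulator controls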;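 note: PAF is a Pseudomonas aeruginosa culture filtrate used as stimulus; plate controls were PAF-stimulated DMSO wells for no effect and unstimulated DMSO wells for full effect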
* hit, by the source's call. A portion of the library, so the mix of outcomes need not match the whole.

What do the screens show for `Cc1ccc2cc(CCNS(=O)(=O)c3ccc(Cl)cc3)c(=O)[nH]c2c1C`?
LMP1 NFkB inh: 3; HIF-2a inh: 2; NR2E3 ag-1: 4; TRPM1 prom inh: 0; Peg3 prom inh: 3; KKLEB tox: 7; hiPSC survival: 0.2; C8 TRAIL sens: 3; Shn3 inh set2: 36; NR2E3 ag-2: 26; CF NFkB block: -12

What do the screens show for `Clc1ccccc1Nc1nc(-c2cccnc2)cs1`?
LMP1 NFkB inh: -48; HIF-2a inh: -236; NR2E3 ag-1: -2; TRPM1 prom inh: -64; Peg3 prom inh: -318; KKLEB tox: -30; hiPSC survival: -0.6; C8 TRAIL sens: 45; Shn3 inh set2: -48; NR2E3 ag-2: -114; CF NFkB block: 28

How did CC1(C)CC(C(CCN(Cc2ccccc2)C(=O)c2ccco2)c2ccc(F)cc2)CCO1 (configuration not stated) do in these assays?
LMP1 NFkB inh: 4; HIF-2a inh: -12; NR2E3 ag-1: 2; TRPM1 prom inh: -6; Peg3 prom inh: 51*; KKLEB tox: -9; hiPSC survival: -2.0; C8 TRAIL sens: 24; Shn3 inh set2: 9; NR2E3 ag-2: -31; CF NFkB block: 16

Results for CCOC(=O)c1ccc(-n2c(=S)sc3c(=O)[nH]c(C)nc32)cc1 ?
LMP1 NFkB inh: 27; HIF-2a inh: 13; NR2E3 ag-1: 2; TRPM1 prom inh: 24; Peg3 prom inh: 19; KKLEB tox: -13; hiPSC survival: 1.8; C8 TRAIL sens: -5; Shn3 inh set2: -24; NR2E3 ag-2: -4; CF NFkB block: 3

How did O=c1c2ccccc2nc2n1C(CSc1ccc(F)cc1)CS2 (configuration not stated) do in these assays?
LMP1 NFkB inh: -1; HIF-2a inh: 19; NR2E3 ag-1: -2; TRPM1 prom inh: -12; Peg3 prom inh: 0; KKLEB tox: -1; hiPSC survival: 10; C8 TRAIL sens: 0; Shn3 inh set2: -7; NR2E3 ag-2: -12; CF NFkB block: -15

What do the screens show for `CCOC(=O)N1CCN(S(=O)(=O)c2ccc(F)c(C(=O)Nc3cc(C)cc(C)c3)c2)CC1`?
LMP1 NFkB inh: 6; HIF-2a inh: -21; NR2E3 ag-1: 1; TRPM1 prom inh: 13; Peg3 prom inh: 13; KKLEB tox: -8; hiPSC survival: -2.3; C8 TRAIL sens: -6; Shn3 inh set2: 21; NR2E3 ag-2: -10; CF NFkB block: -7

What do the screens show for `O=C1CSC(=S)N1c1cccc(O)c1`?
LMP1 NFkB inh: 7; HIF-2a inh: 48*; TRPM1 prom inh: -7; Peg3 prom inh: 32; KKLEB tox: -18; hiPSC survival: -0.7; C8 TRAIL sens: -1; Shn3 inh set2: 7; NR2E3 ag-2: 0; CF NFkB block: 43

What do the screens show for `O=C(CCNC(=O)c1ccco1)Nc1ccc(Cl)cc1`?
LMP1 NFkB inh: 0; HIF-2a inh: -7; NR2E3 ag-1: 0; TRPM1 prom inh: 5; Peg3 prom inh: -20; KKLEB tox: 14; hiPSC survival: -2.8; C8 TRAIL sens: 3; Shn3 inh set2: -2; NR2E3 ag-2: -31; CF NFkB block: 1

What do the screens show for `Clc1cc(Cl)cc(Nc2ncn[nH]2)c1`?
LMP1 NFkB inh: -3; HIF-2a inh: -1; NR2E3 ag-1: -1; TRPM1 prom inh: -2; Peg3 prom inh: 20; KKLEB tox: -10; hiPSC survival: 1.9; C8 TRAIL sens: -8; Shn3 inh set2: -16; NR2E3 ag-2: -14; CF NFkB block: 12

Results for O=C(COC(=O)c1n[nH]c2ccccc12)NC(=O)NC1CCCCC1 ?
LMP1 NFkB inh: 0; HIF-2a inh: 11; NR2E3 ag-1: -2; TRPM1 prom inh: 7; Peg3 prom inh: 12; KKLEB tox: 1; hiPSC survival: -2.5; C8 TRAIL sens: 2; Shn3 inh set2: 0; NR2E3 ag-2: -13; CF NFkB block: -8

Two successive entries already listed, for reference:
What do the screens show for `Clc1cc(Cl)cc(Nc2ncn[nH]2)c1`?
LMP1 NFkB inh: -3; HIF-2a inh: -1; NR2E3 ag-1: -1; TRPM1 prom inh: -2; Peg3 prom inh: 20; KKLEB tox: -10; hiPSC survival: 1.9; C8 TRAIL sens: -8; Shn3 inh set2: -16; NR2E3 ag-2: -14; CF NFkB block: 12

Results for O=C(COC(=O)c1n[nH]c2ccccc12)NC(=O)NC1CCCCC1 ?
LMP1 NFkB inh: 0; HIF-2a inh: 11; NR2E3 ag-1: -2; TRPM1 prom inh: 7; Peg3 prom inh: 12; KKLEB tox: 1; hiPSC survival: -2.5; C8 TRAIL sens: 2; Shn3 inh set2: 0; NR2E3 ag-2: -13; CF NFkB block: -8

Additional records follow:
How did O=C1CC(N2CCC(c3nc4ccccc4o3)CC2)C(=O)N1c1ccc(Cl)c(C(F)(F)F)c1 (configuration not stated) do in these assays?
LMP1 NFkB inh: -6; HIF-2a inh: 9; NR2E3 ag-1: 3; TRPM1 prom inh: 3; Peg3 prom inh: 20; KKLEB tox: 1; hiPSC survival: -2.4; C8 TRAIL sens: 3; Shn3 inh set2: 31; NR2E3 ag-2: 8; CF NFkB block: -6

How did Cc1ccc[n+](CC(=O)Nc2c(Cl)cc(Cl)cc2Cl)c1 do in these assays?
LMP1 NFkB inh: 6; HIF-2a inh: 12; NR2E3 ag-1: 3; TRPM1 prom inh: 2; Peg3 prom inh: 7; KKLEB tox: -2; hiPSC survival: -0.4; C8 TRAIL sens: 9; Shn3 inh set2: -2; NR2E3 ag-2: -24; CF NFkB block: 4

How did C=C(C)Cc1c(C)c(C#N)c2nc3ccccc3n2c1N1CCCCC1 do in these assays?
LMP1 NFkB inh: 6; HIF-2a inh: 12; NR2E3 ag-1: 2; TRPM1 prom inh: 4; Peg3 prom inh: 14; KKLEB tox: -22; hiPSC survival: 0.7; C8 TRAIL sens: 15; Shn3 inh set2: 7; NR2E3 ag-2: -17; CF NFkB block: 25

What do the screens show for `Cc1oc(-c2cc(F)cc(F)c2)nc1CN1CCN(C(=O)c2ccco2)CC1`?
LMP1 NFkB inh: 8; HIF-2a inh: 27; NR2E3 ag-1: 1; TRPM1 prom inh: 6; Peg3 prom inh: 3; KKLEB tox: -6; hiPSC survival: 0.4; C8 TRAIL sens: -12; Shn3 inh set2: 13; NR2E3 ag-2: -16; CF NFkB block: 2

How did c1ccc(-c2ccc3c(n2)CCCO3)cc1 do in these assays?
LMP1 NFkB inh: -15; HIF-2a inh: -178; NR2E3 ag-1: -4; TRPM1 prom inh: -45; Peg3 prom inh: -162; KKLEB tox: 5; hiPSC survival: 2.1; C8 TRAIL sens: -1; Shn3 inh set2: -89; NR2E3 ag-2: -37; CF NFkB block: 4

What do the screens show for `CC(C)NC(=O)c1ccccc1NC(=O)Cc1ccc(Br)cc1`?
LMP1 NFkB inh: 3; HIF-2a inh: 14; NR2E3 ag-1: -1; TRPM1 prom inh: 11; Peg3 prom inh: 22; KKLEB tox: 1; hiPSC survival: 0.2; C8 TRAIL sens: -10; Shn3 inh set2: 12; NR2E3 ag-2: 17; CF NFkB block: -4

What do the screens show for `COc1ccc(C2CC(=O)c3cnc(N)nc3C2)c(OC)c1` (configuration not stated)?
LMP1 NFkB inh: -1; HIF-2a inh: 17; TRPM1 prom inh: -1; Peg3 prom inh: -3; KKLEB tox: -8; hiPSC survival: -2.6; C8 TRAIL sens: -15; Shn3 inh set2: -2; NR2E3 ag-2: 2; CF NFkB block: 8

How did O=C(NCc1ccco1)c1ccc(Cn2c(=O)c3sccc3n(Cc3cccc(F)c3)c2=O)cc1 do in these assays?
LMP1 NFkB inh: 3; HIF-2a inh: 15; NR2E3 ag-1: 4; TRPM1 prom inh: -4; Peg3 prom inh: 17; KKLEB tox: -4; hiPSC survival: 4.1; C8 TRAIL sens: -6; Shn3 inh set2: 0; NR2E3 ag-2: -21; CF NFkB block: 23

What do the screens show for `CC(C)(C)OC(=O)NCCCCCNC(=O)c1[nH]cnc1C(=O)N[C@@H](Cc1ccccc1)C(=O)OC(C)(C)C`?
LMP1 NFkB inh: 17; HIF-2a inh: 16; TRPM1 prom inh: -6; Peg3 prom inh: 51*; KKLEB tox: -3; hiPSC survival: 3.3; C8 TRAIL sens: -2; Shn3 inh set2: 0; NR2E3 ag-2: 9; CF NFkB block: 3

Results for COc1cc(/C=N/N(C)C)ccc1OC(=O)c1ccco1 ?
LMP1 NFkB inh: 3; HIF-2a inh: 14; NR2E3 ag-1: -2; TRPM1 prom inh: 3; Peg3 prom inh: -4; KKLEB tox: 1; hiPSC survival: 0.0; C8 TRAIL sens: 2; Shn3 inh set2: -17; NR2E3 ag-2: 2; CF NFkB block: -14

What do the screens show for `N#Cc1ccc(OCC(=O)N2CCN(S(=O)(=O)c3ccc(Cl)s3)CC2)cc1`?
LMP1 NFkB inh: 11; HIF-2a inh: 10; NR2E3 ag-1: 1; TRPM1 prom inh: 16; Peg3 prom inh: 7; KKLEB tox: 1; hiPSC survival: -2.8; C8 TRAIL sens: 6; Shn3 inh set2: 14; NR2E3 ag-2: 27; CF NFkB block: -2

What do the screens show for `Cc1ccccc1-c1nc(Cc2ccccc2)no1`?
LMP1 NFkB inh: -37; HIF-2a inh: -265; NR2E3 ag-1: 0; TRPM1 prom inh: -119; Peg3 prom inh: -260; KKLEB tox: 2; hiPSC survival: 1.7; C8 TRAIL sens: 18; Shn3 inh set2: -53; NR2E3 ag-2: -50; CF NFkB block: -12

How did C/C(=N\N1CCN(c2ccccc2)CC1)c1ccccc1O do in these assays?
LMP1 NFkB inh: -5; HIF-2a inh: -4; NR2E3 ag-1: -3; TRPM1 prom inh: 7; Peg3 prom inh: 16; KKLEB tox: 5; hiPSC survival: -0.6; C8 TRAIL sens: -10; Shn3 inh set2: -4; NR2E3 ag-2: -8; CF NFkB block: 1

Results for CC(=O)Nc1ccc(OCCOc2ccc(/C=C3\C(=N)N4N=C(C(C)C)SC4=NC3=O)cc2)cc1 ?
LMP1 NFkB inh: -7; HIF-2a inh: 2; NR2E3 ag-1: -2; TRPM1 prom inh: 4; Peg3 prom inh: 8; KKLEB tox: 9; hiPSC survival: 0.8; C8 TRAIL sens: 15; Shn3 inh set2: -2; NR2E3 ag-2: -28; CF NFkB block: -25

Results for N#Cc1ccc(C(=O)NC2=NCCS2)cc1 ?
LMP1 NFkB inh: -10; HIF-2a inh: -151; NR2E3 ag-1: 2; TRPM1 prom inh: -68; Peg3 prom inh: -107; KKLEB tox: 1; hiPSC survival: -0.6; C8 TRAIL sens: -3; Shn3 inh set2: -46; NR2E3 ag-2: -47; CF NFkB block: -2
